Compound activity as filed in PubChem.
bovine MsrA act = activates bovine MsrA enzyme. purified bovine MsrA, absorbance read-out. hit rate 0.3% among 360,000. activation, % at 10.6 µM; in the data active = activation above about 7.5%;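 note: 0% = vehicle and 100% = reference activator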
Rin1 Abl inh = blocks binding of human Rin1 to Abl; P00519+Q13671; inhibition, % at 7.35 µM; TR-FRET Rin1/Abl binding, biochemical; AID 588664; hit rate 0.4% among 360,000; in the data active = inhibition above about 5%, passing the limit was not always enough
Target sequence (P00519 whole entry, looked up): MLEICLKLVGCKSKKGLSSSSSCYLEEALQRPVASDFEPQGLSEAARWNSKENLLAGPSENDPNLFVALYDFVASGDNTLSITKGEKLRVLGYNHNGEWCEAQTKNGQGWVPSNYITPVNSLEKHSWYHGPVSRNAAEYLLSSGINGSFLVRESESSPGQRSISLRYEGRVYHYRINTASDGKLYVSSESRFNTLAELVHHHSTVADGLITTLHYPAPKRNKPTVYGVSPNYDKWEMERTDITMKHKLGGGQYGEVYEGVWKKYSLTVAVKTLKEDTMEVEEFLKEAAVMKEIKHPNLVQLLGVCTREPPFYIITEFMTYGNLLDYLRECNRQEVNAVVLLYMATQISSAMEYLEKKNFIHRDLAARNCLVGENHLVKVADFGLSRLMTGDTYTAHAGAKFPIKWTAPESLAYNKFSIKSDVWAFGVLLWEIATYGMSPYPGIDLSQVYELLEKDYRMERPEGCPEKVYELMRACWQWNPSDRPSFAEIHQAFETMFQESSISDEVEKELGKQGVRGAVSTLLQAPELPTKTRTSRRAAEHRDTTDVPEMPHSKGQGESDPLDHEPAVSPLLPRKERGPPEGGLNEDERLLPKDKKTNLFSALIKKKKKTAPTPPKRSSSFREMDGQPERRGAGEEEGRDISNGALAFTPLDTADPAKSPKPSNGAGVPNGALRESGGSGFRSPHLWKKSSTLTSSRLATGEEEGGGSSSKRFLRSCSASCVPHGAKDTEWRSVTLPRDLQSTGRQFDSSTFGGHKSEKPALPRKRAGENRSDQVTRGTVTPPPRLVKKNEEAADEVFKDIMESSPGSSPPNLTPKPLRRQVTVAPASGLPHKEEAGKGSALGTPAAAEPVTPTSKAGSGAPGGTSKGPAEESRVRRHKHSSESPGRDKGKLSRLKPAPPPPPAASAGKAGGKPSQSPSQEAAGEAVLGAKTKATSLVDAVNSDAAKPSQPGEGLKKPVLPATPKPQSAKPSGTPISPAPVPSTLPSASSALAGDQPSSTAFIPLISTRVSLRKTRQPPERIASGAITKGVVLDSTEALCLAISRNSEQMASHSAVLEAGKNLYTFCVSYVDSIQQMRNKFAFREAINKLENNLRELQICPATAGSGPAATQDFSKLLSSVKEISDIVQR
Target sequence (Q13671 whole entry, looked up): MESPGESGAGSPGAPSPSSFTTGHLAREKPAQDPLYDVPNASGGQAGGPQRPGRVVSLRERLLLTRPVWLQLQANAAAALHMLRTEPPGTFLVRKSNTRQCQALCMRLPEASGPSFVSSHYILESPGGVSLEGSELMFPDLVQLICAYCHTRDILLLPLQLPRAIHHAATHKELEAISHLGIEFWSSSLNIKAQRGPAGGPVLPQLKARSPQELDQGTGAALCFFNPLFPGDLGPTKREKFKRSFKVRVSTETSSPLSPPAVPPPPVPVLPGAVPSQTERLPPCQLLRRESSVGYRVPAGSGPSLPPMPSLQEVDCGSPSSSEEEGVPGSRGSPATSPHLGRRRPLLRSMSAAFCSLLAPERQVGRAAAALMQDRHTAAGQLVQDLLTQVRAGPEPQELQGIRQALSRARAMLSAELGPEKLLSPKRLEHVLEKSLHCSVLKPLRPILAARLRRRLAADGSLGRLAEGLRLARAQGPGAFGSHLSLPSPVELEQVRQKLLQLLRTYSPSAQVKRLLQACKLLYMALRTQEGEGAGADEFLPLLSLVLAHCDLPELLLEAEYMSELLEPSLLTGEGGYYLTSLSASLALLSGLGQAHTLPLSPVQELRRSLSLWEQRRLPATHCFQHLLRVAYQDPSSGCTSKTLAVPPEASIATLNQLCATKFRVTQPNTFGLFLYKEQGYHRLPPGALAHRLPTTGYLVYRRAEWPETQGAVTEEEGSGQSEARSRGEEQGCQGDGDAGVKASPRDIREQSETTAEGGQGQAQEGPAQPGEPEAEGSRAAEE
E coli Lon inh = inhibits E. coli Lon protease; hit rate 0.42% among 360,000; P0A9M0; inhibition, % at 7.94 µM; purified E. coli Lon protease, fluorescence polarization; AID 602123; in the data active = inhibition above about 13%, passing the limit was not always enough;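 note: 0% = enzyme with probe and DMSO and 100% = no enzyme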
MLLE-PAM2 inh = inhibitors of microRNA-mediated deadenylation, human PABP1 MLLE binding; P11940; GST-MLLE / FITC-PAM2 fluorescence polarization; inhibition, % at 20 µM; hit rate 0.36% among 360,000; in the data active = inhibition above about 35%, passing the limit was not always enough;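 note: plate controls were DMSO wells with GST-MLLE for no effect and wells lacking GST-MLLE protein for full effect; some results filed as inactive read as strong as hits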
SKN-1 block = inhibitors of C. elegans SKN-1; C. elegans VP596 Pgst-4::GFP/RFP ratio, acrylamide-induced, 24 h; inhibition, % at 21.8 µM; hit rate 0.49% among 360,000; AID 624304;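 active = interference check ratio from 0.5 to 1.5 plus GFP to RFP signal ratio inhibition reaching or exceeding a fixed threshold, cut at about 30% in these data, passing the limit was not always enough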; note: some compounds called inactive have numbers as strong as hits
Neddylation inh = blocks human cullin neddylation | P61081+Q13564 | TR-FRET cullin neddylation, biochemical | calls only at 25 µM | hit rate 0.58% among 360,000 | AID 651699; in the data active = inhibition above about 36%
MT1-MMP act inh = blocks activation of human MT1-MMP; P50281; hit rate 0.061% among 360,000; GFP/RFP ratio change, % at 20 µM; HT1080 RFP-PRO-GFP cells, GFP/RFP ratio fluorescence, overnight; percent of plate control window, DMSO zero;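 active = GFP/RFP ratio change of at least 30% with cell ATP level not reduced by more than half and red fluorescence within 50% of control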; note: strong numbers were not always called active
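Assay system: HT1080 RFP-PRO-GFP cells. Benchmarks: DMSO vehicle wells and RFP-L50D-GFP reporter cell wells. Times: overnight cell settling, then overnight compound exposure, 37 °C, 5% CO2. Compound: 20 µM single dose, 1% DMSO. Read-out basis: GFP/RFP fluorescence ratio.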
FAS-TE inh = FAS thioesterase (human) inhibition; recombinant FAS-TE, OMFH fluorogenic substrate, fluorescence endpoint; inhibition, % at 15 µM; hit rate 0.67% among 360,000; AID 602261;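 active = compounds whose normalised, plate-corrected inhibition of enzyme fluorescence in the single-dose primary screen is 50% or more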;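 note: 0% = DMSO with enzyme and 100% = substrate without enzyme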
NRP1-CendR mod = alters CendR peptide binding to human NRP-1. O14786. FAM-RPARPAR peptide binding to NRP-1, fluorescence polarization. inhibition, % at 25 µM. hit rate 0.85% among 360,000. AID 602438;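 active = inhibition or corrected inhibition above about 18%, plus a signal ratio from 0.5 to 1.5, limit read from the data, passing the limit was not always enough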; note: strong numbers were not always called active
The depositor's hits bear a star; i = inactive; . = no result given; + = active, no number.

SMILES	bovine MsrA act	Rin1 Abl inh	E coli Lon inh	MLLE-PAM2 inh	SKN-1 block	Neddylation inh	MT1-MMP act inh	FAS-TE inh	NRP1-CendR mod
CCOC(=O)c1c(S(=O)(=O)N2CCN(Cc3ccccc3)CC2)c(C)n(C)c1C	-6	3	-7	4	-12	i	-3	-2	13
Cc1nccn1CC(O)COC1CCCCC1 (configuration not stated)	0	-1	7	-8	19	i	-3	-1	-4
C(=N\N1CCN(c2ccccn2)CC1)/C1=C(N2CCOCC2)C(=C/c2ccccc2)/CC1	-1	-1	-23	12	-6	i	-7	14	-6
Cc1cccc(N=CC=C2OC(C)(C)C(C)(C)O2)c1	-3	1	-2	5	-4	i	-1	-9	0
CC(C)(C)C(=O)NNC(=O)c1cc2sccc2s1	-8	1	-2	-12	-1	i	3	-2	-4
Cc1ccc(CC2SC(=O)NC2=O)cc1Cl (configuration not stated)	2	2	-1	-43	8	i	4	-8	5
Cc1ccc2nc3c(cc(C(=O)NCc4ccco4)c(=N)n3Cc3ccco3)c(=O)n2c1	-4	-3	-3	8	7	+	-9	3	-15
CC(Sc1ccccn1)C(=O)Nc1ccc(S(N)(=O)=O)cc1 (configuration not stated)	-2	1	-7	11	4	i	3	-8	-1
Cc1ccc(S(=O)(=O)NNC(=O)C2CCCCC2)cc1	-1	3	9	-3	-16	i	2	-4	0
Cc1cccc(N/C=C/c2onc(C)c2[N+](=O)[O-])c1	-6	-2	-27	-41	1	i	-2	-32	-34
CCNC(=O)C1CCCN(C(=O)c2ccc(C)c(F)c2)CC1 (configuration not stated)	-4	-4	1	2	-2	i	0	-6	7
Cc1ccc2cc(C#N)c(N3CCCC3)nc2c1C	-2	-2	-2	-12	17	i	-9	4	-31
O=C1N(Cc2cccc(Cl)c2)C[C@@H]2C[C@@H](c3cccn3-c3cccnc3)N3CCC[C@@]123	-4	0	10	14	1	i	-6	5	-7
COc1cccc(CN2CCNC(=O)C2CC(=O)NCC(C)(C)N2CCOCC2)c1OC (configuration not stated)	-8	2	-9	8	2	i	2	-4	0
O=C(Nc1nccs1)c1ccc(COc2c(F)c(F)cc(F)c2F)cc1	-2	1	7	10	12	i	-2	11	8
CCc1ccc2[nH]c(C(=O)Nc3ccc4c(c3)OCO4)cc2c1	-5	0	-5	-3	-4	i	3	12	2
Cc1ccc([C@H]2C(C(=O)O)=CCN2S(=O)(=O)c2ccc(C)cc2)cc1	.	.	.	.	-4	i	-2	.	3
COc1cc2c(=O)n(CCC(=O)NCC3CCCO3)c(=O)n(CC(=O)Nc3ccc(C)c(C)c3)c2cc1OC (configuration not stated)	-1	0	-3	-4	8	i	-4	6	-1
CCC(C)N(CC(=O)NCc1ccc(OC)cc1)C(=O)c1csnn1 (configuration not stated)	-1	-4	-7	2	10	i	-8	-6	2
CCOC(=O)c1sc(NC(=O)C(CC)Sc2nnc3c4ccccc4n(CC)c3n2)nc1C (configuration not stated)	-8	-1	2	-5	7	i	-5	14	-6
CN(CCc1ccccc1)C1CCCN(S(=O)(=O)c2cccc(F)c2)C1 (configuration not stated)	4	-3	2	-5	-6	i	4	1	-13
CCOCCCNc1c2c(nc3cc(-c4ccc(F)cc4)nn13)CCC2	-8	1	5	4	9	i	2	-2	-11
O=C(CCCOc1ccc(Cl)cc1Cl)N1CCCc2ccccc21	-3	-1	-2	-1	12	i	-4	22	6
CCCCN(C)C(=O)c1[nH]c(C(F)(F)F)nc1-c1ccccc1	0	-1	5	-6	8	i	0	-11	5
CCOC(=O)Cc1c[nH]c2ccccc12	-6	-3	-5	-12	-14	i	-5	-3	15

(further entries)
SMILES	bovine MsrA act	Rin1 Abl inh	E coli Lon inh	MLLE-PAM2 inh	SKN-1 block	Neddylation inh	MT1-MMP act inh	FAS-TE inh	NRP1-CendR mod
Cc1ccccc1CS(=O)(=O)CCC(=O)O	-6	-3	1	11	4	i	-2	-9	6
Cc1cccc(C(C)(C)C)c1OCCN1CCCC1	-10	0	7	-9	-15	i	7	-10	5
CCC(C(=O)NCc1ccc(F)cc1)n1nc(C)n2c(cc3occc32)c1=O (configuration not stated)	-2	-3	4	18	-10	i	2	-2	3
Cc1ccc(-n2nnnc2-c2cnc3ccc(Cl)cc3c2-c2ccccc2)cc1	0	0	-2	9	6	i	-16	22	-6
c1ccc(C2=Nn3c(nnc3-c3cccs3)SC2)cc1	-2	-6	-2	-3	8	i	1	2	-5
O=C1c2ccccc2C(=O)c2[nH]cnc21	12*	-9	2	1	7	i	6	-8	18*
CCCCC(=O)Nc1cc(-c2nc3ncccc3o2)ccc1C	-8	1	-5	-4	-3	i	3	2	12
O=C(Cn1c(=O)oc2ccccc21)NCCc1ccccc1	-10	-1	10	5	-8	i	2	-5	9
CCOC(=O)C1CCCN(C(=O)c2sc3nc(C)nc(N4CCOCC4)c3c2C)C1 (configuration not stated)	-3	-2	-2	-2	14	i	1	-7	-6
Cc1cc(Oc2ccccc2)nc(SCC(=O)Nc2ccc(Cl)cc2Cl)n1	-7	-2	-12	27	-3	i	0	27	-9
NCCCC[C@H]1CNC(=S)N1CCCCC1CCCCC1	-2	0	5	-119	-2	i	4	-15	-7
COc1ccc(CCN2CC(C(=O)NCc3cnn(C(C)C)c3)CCC2=O)cc1 (configuration not stated)	-1	-1	3	1	-10	i	0	-4	6
Cc1ccc(NC(=O)COc2ccccc2CNC(C)(C)CC(C)(C)C)cc1	-2	3	1	6	10	i	-17	-3	1
Cc1cc(NC(=O)CCC(=O)N(C2CC2)C(C(=O)NC(C)(C)C)c2ccccc2Cl)no1 (configuration not stated)	-2	3	3	-6	11	i	-2	2	1
O=C(/C=C\c1ccccc1)NCC(=O)N/N=C/c1ccc(O)cc1O	-4	-3	-4	4	1	i	8	0	0
CC(C)NC(=O)COC(=O)CNC(=O)c1cc(Cl)cc([N+](=O)[O-])c1	-5	-1	-1	-8	4	i	2	-6	0
COc1ccc(CCC(=O)OCC(=O)NCc2ccccc2)cc1	-3	-3	-2	2	16	i	1	1	-12
O=C(NNS(=O)(=O)c1ccccc1)c1ccc([N+](=O)[O-])cc1	-4	-2	9	8	5	i	-1	3	-5
C/C=C/C=C\C(=O)Nc1cccc(C2=NOC3(C2)C[C@@H](C(N)=O)N(C(=O)/C(C)=C/C)C3)c1 (some centres not stated)	2	-1	-5	3	6	i	-5	-6	-2
O=C(CN1C(=O)NC2(CCCC2)C1=O)Nc1ccccc1-c1ccccc1	-2	1	3	-3	1	i	4	-4	4
CCOC(=O)Nc1ccc(S(=O)(=O)Nc2nc(C)cc(C)n2)cc1	2	0	-3	-6	1	i	2	-9	-10
COc1ccc(C2CC(C)=NN2C=O)cc1OC (configuration not stated)	-3	-6	6	-18	7	i	0	-9	-2
O=C(NCC1CCCCC1)C1CCN(C(=O)NC2CCCCC2)CC1	-3	2	3	5	22	i	-3	-7	-6
O=C(COC(=O)c1ccco1)NCCc1ccc(Cl)cc1	0	3	-7	0	1	i	2	-8	9
CC(C)COC(=S)Nc1ccccc1	1	0	-6	-2	4	i	2	0	6

(further entries)
SMILES	bovine MsrA act	Rin1 Abl inh	E coli Lon inh	MLLE-PAM2 inh	SKN-1 block	Neddylation inh	MT1-MMP act inh	FAS-TE inh	NRP1-CendR mod
Cc1cc(C(=O)CSc2nnc(-c3ccc(F)cc3)o2)c(C)n1CC1CCCO1 (configuration not stated)	1	2	8	-78	-17	i	-4	10	-6
CC(C)NC(=O)N(C)C[C@H]1Oc2ccc(NC(=O)Nc3ccccc3)cc2C(=O)N([C@H](C)CO)C[C@@H]1C	-3	2	-3	-1	16	i	5	-3	34*
C[C@H](CCC(=O)OCc1cn(CC(=O)c2ccc(O)cc2)nn1)C1CC[C@H]2[C@@H]3CC[C@@H]4C[C@H](O)CC[C@]4(C)[C@H]3C[C@H](O)[C@]12C (some centres not stated)	-5	2	4	-1	11	i	1	15	-10
COc1ccc(-c2nc(N)ncc2-c2csc(C)n2)c(O)c1	-12	2	3	12	-13	i	-1	-10	-2
CC1=NN(c2cccc([N+](=O)[O-])c2)C(=O)C1	-4	3	-4	6	-16	i	0	3	-12
Cc1nc(SCC(=O)Nc2ccc(CN3CCCC3)cc2)c2c(C)c(C)sc2n1	-2	2	-4	-25	-1	i	1	-3	-7
CCOC(=O)c1c(-n2cccc2)sc2c1CCCC2=O	-3	-4	-5	-3	5	i	0	1	-5
CS(=O)(=O)N1CCN(c2nc3ccc(Cl)cc3s2)CC1	-5	2	3	-10	-1	i	2	0	9
N#C/C(=C/c1ccc2c(c1)OCO2)C(=O)Nc1ccc(O)cc1	-6	-9	-1	12	-18	i	5	20	-3
CCOc1cc(CNC(CC)CO)ccc1OCC(=O)Nc1cccc(C(F)(F)F)c1 (configuration not stated)	-1	7	-3	2	8	i	2	-5	6
O=C1NC[C@H](CCCCN2CCN(CCC3CCCCC3)C(=O)C2=O)N(CCc2ccccc2)C1=O	-3	.	5	.	4	i	2	-7	-1
COC(=O)c1ccc(CSc2nnc(-c3ccccc3)n2C)o1	-7	23*	8	13	-9	i	0	-6	-5
Cc1ccccc1/C=C1\SC(=S)N(/N=C/c2cc([N+](=O)[O-])ccc2O)C1=O	-8	1	-6	33	-11	i	2	9	-6
CCOC(=O)C1CCCN(Cc2ccccc2C)C1 (configuration not stated)	-2	-1	2	-4	11	i	10	-5	5
COC(=O)CC1COc2ccccc2N1C(=O)/C=C/c1ccccc1 (configuration not stated)	-9	0	-8	-1	-9	i	4	4	9
CC(=O)Nc1ccc(C=NNC(=O)CCCC(=O)NN=Cc2ccc(NC(C)=O)cc2)cc1	-4	-5	-3	14	12	i	3	-6	10
C/C(=N\NC(=O)c1nnn(-c2nonc2N)c1CSc1ccccc1)c1ccco1	-2	-6	-1	-9	1	i	-1	2	-13
COC(=O)c1ccc(C(=O)OC)c(NC(=O)CSc2nnc(-c3ccccc3Cl)o2)c1	-5	2	1	2	-27	i	1	14	-18
NC(=O)c1nsc(C(=O)N(CC(=O)NCc2ccc(F)cc2)Cc2ccco2)c1N	-14	-3	-11	14	-8	i	0	3	6
CC(C)(C)NC(=O)C(CCc1ccccc1)n1c(=O)c(-c2ccccc2)nc2ccccc21 (configuration not stated)	.	.	.	.	11	i	-26	.	6
Cc1c(S(=O)(=O)N2CCN(c3cccc(Cl)c3)CC2)c(=O)n(C)c(=O)n1C	-4	-5	-5	-3	4	i	0	0	-10
Cc1ccc(S(=O)(=O)NNC(=O)Cc2cccn2C)cc1	1	1	7	-1	-4	i	-1	-5	4
CC(=O)C[C@@H](O)CC(=O)[C@@H]1OC(=O)[C@@H](C)CCCCc2ccccc21	-2	0	-1	-12	15	i	0	1	-6
COc1ccc(C(=O)N2CCCC(CNC(=O)c3ccc(F)cc3)C2)cc1OC (configuration not stated)	-2	-1	-7	-11	18	i	-4	-3	11
COC(=O)c1c(O)cc(C(C)(C)C)n(-c2ccc(F)cc2)c1=O	-10	2	-6	19	-7	i	-9	-4	9
Cc1cc(C(=O)N2CCN(c3ccc(F)cc3)CC2)on1	-1	1	-1	-6	-10	i	3	-3	7

Three compounds from above, showing only NRP1-CendR mod and MT1-MMP act inh:
molecule | NRP1-CendR mod | MT1-MMP act inh
COC(=O)c1ccc(CSc2nnc(-c3ccccc3)n2C)o1 | -5 | 0
CC(C)(C)NC(=O)C(CCc1ccccc1)n1c(=O)c(-c2ccccc2)nc2ccccc21 (configuration not stated) | 6 | -26
Cc1ccccc1/C=C1\SC(=S)N(/N=C/c2cc([N+](=O)[O-])ccc2O)C1=O | -6 | 2

Rows are unselected; about 4% have a hit in one of these screens.
